GPR35 arrestin U2OS: inhibition of zaprinast-stimulated GPR35 beta-arrestin translocation – imaging, U2OS, beta-arrestin-GFP, zaprinast agonist, primary screen (AID 2058); U2OS GPR35 beta-arrestin-GFP translocation imaging, zaprinast antagonism; higher % means a stronger effect; one-dose inhibition, % at 10 µM; IC50 in µM for titrated hits; hit rate 0.052% among 290,000;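 active means inhibition of at least 50% with at least 30 cells and total cytoplasm GFP at most 10,000,000; inconclusive means under 30 cells or total GFP of 10,000,000 plus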
GPR55 antagonists: GPR55 antagonists blocking LPI-driven arrestin recruitment, primary screen, imaging, U2OS, beta-arrestin-GFP, LPI agonist (AID 2013). hit rate 0.13% among 290,000. one-dose inhibition, % at 10 µM; IC50 in µM for titrated hits. U2OS GPR55 beta-arrestin-GFP translocation imaging, LPI antagonism; higher % means a stronger effect;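 active means spots per cell inhibited over 60%, with over 100 cells counted and total cytoplasm intensity under 500,000; inconclusive means wells with under 100 cells, flagged as likely toxic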;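 further: U2OS cells stably carrying GPR55 and arrestin-GFP stimulated by 5 µM LPI near EC80; imaged beta-arrestin-GFP aggregate spots per cell after agonist stimulation; plate controls were LPI-stimulated DMSO wells for no effect and DMSO wells without LPI for full effect; some results filed as inactive read as strong as hits; confirmed hits need IC50 under 10 µM and bright autofluorescent wells are also inconclusive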
GPR55 beta-arrestin: selective activators of receptor GPR55 – imaging, U2OS cells, beta-arrestin-GFP redistribution, primary screen (AID 1961). hit rate 0.048% among 290,000. U2OS GPR55 beta-arrestin-GFP redistribution imaging; higher % means a stronger effect. one-dose activation, % at 10 µM; EC50 in µM for titrated hits;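 active means activation above 40% with more than 50 cells counted in the well; inconclusive means wells holding fewer than 50 cells, flagged as toxic or sparse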;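 further: U2OS osteosarcoma cells stably expressing GPR55 and beta-arrestin-GFP; plate controls were DMSO negative control for no effect and LPI positive control for full effect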
KOR beta-arrestin-1: kappa opioid receptor activators – cell-based, luminescence, uHTS, primary screen (AID 1777) | KOR beta-arrestin recruitment, luminescence; higher % means a stronger effect | hit rate 0.02% among 280,000 | activation, % at 10 µM, or EC50 in µM where a hit was titrated; in the data active means activation above about 50%, passing the limit was not always enough; further: a part of the inactive calls stands beside numbers as strong as those of hits
Myeloid diff MLP: promotes myeloid progenitor differentiation; ER-HoxA9 myeloid progenitors, lysozyme-GFP differentiation, flow cytometry; calls only at 10 µM; hit rate 1% among 360,000; AID 624256;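 active means normalized GFP-positive differentiation at or above the plate's own cutoff, the solvent-only control mean plus 3 SD; inconclusive means no clear call, values can overlap the other calls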;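 further: cells exposed to compound for four days before flow analysis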
KOR beta-arrestin-2: kappa opioid receptor blockers – cell-based, luminescence, uHTS (AID 1778); KOR beta-arrestin recruitment, luminescence, antagonist mode; higher % means a stronger effect; hit rate 0.091% among 290,000; inhibition, % at 10 µM, or IC50 in µM where a hit was titrated; further: strong numbers were not always called active
NOD2 inhibition: NOD2 signaling inhibitors, cell-based, luminescence, uHTS, HEK293 (AID 1566). HEK293 NOD2/NF-kB luciferase reporter, luminescence; higher % means a stronger effect. one-dose inhibition, % at 4 µM; EC50 in µM for titrated hits. hit rate 0.63% among 290,000; further: many of its hits are not listed in these tables
HIV peptide binding: inhibitors of HIV fusion peptide binding, primary screen, biochemical, uHTS, fluorescence dequenching (AID 1986); cell-free peptide binding, fluorescence dequenching, 30 min; higher % means a stronger effect; inhibition, % at 20 µM, or IC50 in µM where a hit was titrated; hit rate 0.3% among 290,000; in the data active means inhibition mostly above about 52%, no sharp cut-off; inactive means mostly below about 76%; further: some results filed as inactive read as strong as hits
NOD1 inhibition: NOD1 signaling inhibitors, primary screen, cell-based, luminescence, uHTS (AID 1578) | NOD1-driven NF-kB luciferase reporter cells, luminescence; higher % means a stronger effect | inhibition, % at 4 µM; hits with a dose series show EC50 in µM | hit rate 1% among 290,000; in the data active means inhibition mostly above about 36%, no sharp cut-off; inactive means mostly below about 34%;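 further: HEK-293T reporter cells stimulated with the NOD1 agonist gamma-tri-DAP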
Myeloid diff MLP GFP+ MAC1+ %: recorded beside Myeloid diff MLP, whose call it bears; GFP+ MAC1+ double positive, %; measured here: differentiation confirmed by MAC1 staining
* = called active by the depositor; i = inactive; u = inconclusive; x = no result given; [ ] = dose if it differs, or a comment. Unless noted, no stated cut-off is given here; in the data, active means inhibition above about 50%; inactive means the rest. The list is partial; rates above refer to the full screens.

SMILES	GPR35 arrestin U2OS	GPR55 antagonists	GPR55 beta-arrestin	KOR beta-arrestin-1	Myeloid diff MLP	Myeloid diff MLP GFP+ MAC1+ %	KOR beta-arrestin-2	NOD2 inhibition	HIV peptide binding	NOD1 inhibition
COc1ccccc1NC(=O)CC(NC1CCCCC1)C(=O)O (centres undefined)	13%	1%	0.0%	-1.7%	i	0.3	6%	-17%	2.0%	-3%
Cc1cc(C)c(S(=O)(=O)N2CCCC2=O)cc1N(C)S(C)(=O)=O	4%	-1%	-0.1%	2.0%	i	0.2	1%[20 µM]	-1%	2.0%	-22%
Cc1ccc(S(=O)(=O)N2CCOCC2)cc1C(=O)N1CCCC1	-2%	4%	0.4%	3.5%	i	0.5	-8%	-5%	-0.6%	-26%
CCCC12CN3CCN(CC(C3)/C1=N\NC(=O)c1ccccc1Cl)C2	2%	-6%	-0.4%	-3.5%	i	0.7	-7%	9%	-0.3%	-20%
Cc1c(C(=O)N2CCCC2)oc2c1-c1[nH]ncc1CC2	-9%	-3%	-0.2%	4.1%	i	1.1	-2%	-28%	1.6%	-38%
O=C(O)c1ccccc1NC(=O)c1ccccc1-c1ccccc1C(=O)O	1%	18%	0.2%	9.4%	i	0.8	-10%	-9%	3.3%	-30%
Cc1cc(C(=O)N/N=C/c2cc(Cl)cc([N+](=O)[O-])c2O)n[nH]1	-1%	3%	0.5%	-2.4%	i	0.4	22%	17%	4.6%	-8%
C/C(=N\OCC(=O)N/N=C/c1ccccc1)c1cccs1	0%	3%	-0.1%	-0.2%	i	1.1	-6%	11%	-1.4%	-6%
CCn1cc(CN2CCC(n3nccc3NC(=O)c3cccc(F)c3)CC2)cn1	10%	-6%	-0.1%	0.8%	i	0.5	1%	5%	-0.4%	-13%
COc1ccc(-n2ncc3c2CC(C)(C)CC3NC(=O)CCn2nc(C)cc2C)cc1 (centres undefined)	33%	9%	0.7%	-3.0%	i	1.2	-30%	14%	-0.7%	-2%
CCOC(=O)NN1C(=O)c2ccccc2NC1c1ccccc1 (centres undefined)	2%	-4%	0.2%	-0.9%	i	0.9	2%	-11%	0.1%	-21%
COCCCN1C(=O)C(O)=C(C(C)=O)C1c1cccc(F)c1 (centres undefined)	-13%	1%	-0.1%	-0.7%	i	1.2	0%	-13%	-0.4%	0%
O=C(NCC1CCCO1)/C(=C/c1cn(-c2ccccc2)nc1-c1cccnc1)NC(=O)c1ccccc1 (centres undefined)	-4%	12%	-0.4%	0.5%	i	0.5	16%	7%	-0.4%	-16%
COc1ccc(CC(=O)OCC(=O)NCc2ccccc2Cl)cc1	-16%	-7%	-0.2%	-1.2%	x	x	2%	10%	-0.4%	-19%
COc1ccc(NC(=O)Nc2ccc(F)cc2F)c(C)c1	3%	-5%	-0.2%	-8.1%	i	0.9	12%	-21%	13%	-25%
CCOC(=O)c1cc2c(nc1N)CCCC2	-18%	9%	-0.1%	x	i	0.8	2%	-3%	-2.1%	1%
CC12CCC(C(=O)N3CCN(Cc4ccccc4)CC3)(OC1=O)C2(C)C (centres undefined)	14%	10%	-0.1%	-4.6%	i	4.1	4%	4%	0.7%	-4%
CCOC(=O)c1c(CN2CCCCC2)n(C)c2cc(Br)c(OC)cc12	2%	21%	-2.3%	2.5%	i	0.0	4%	8%	-1.6%	-13%
Cc1ccc(/C=C/C(=O)c2nc3ccccc3[nH]2)cc1	3%	10%	-0.1%	1.5%	i	0.7	29%	-11%	3.1%	-12%
COC(=O)C1=C(C)N=C2SC(C)C(=O)N2C1/C=C/c1ccccc1 (centres undefined)	0%	17%	0.3%	4.2%	i	1.2	-8%	-9%	0.8%	0%
COc1cc2c(cc1OC)C(Nc1ccccc1)=NC(C)(C)C2	0%	-4%	-0.2%	-1.4%	i	1.0	33%	-5%	2.2%	-26%
CCOC(=O)N1CCN(c2nnc(-c3ccc(C)cc3)c3ccccc23)CC1	23%	8%	-0.1%	-4.1%	i	0.1	35%	14%	-1.4%	-7%
COc1ccc(CNc2nc(=S)[nH]c3cc(OC)c(OC)cc23)cc1	-10%	2%	0.4%	4.0%	i	0.6	-10%	10%	-0.2%	0%
COc1ccc(CN2CCN(CC3CC3)CC2CCO)c(C)c1C (centres undefined)	0%	-7%	0.2%	4.5%	i	0.4	-2%	-28%	-1.9%	0%
CCOc1ccccc1NC(=O)NCc1ccccc1	-5%	10%	-0.8%	1.2%	i	0.0	-16%	-10%	1.6%	-24%
Cc1ccc(NC(=O)C(=Cc2ccc(C(=O)O)cc2)C(=O)Nc2ccc(C)cc2C)c(C)c1	-4%	-12%	0.5%	6.3%	i	0.0	31%	-36%	4.9%	10%
O=C(CCn1nnc2ccccc21)Nc1nnc(-c2ccccc2F)s1	-6%	4%	-0.3%	2.4%	i	0.6	24%	-15%	-2.3%	-33%
COc1ccccc1CN(C)C(=O)c1ccccc1Sc1ccccc1C#N	13%	-3%	0.0%	6.7%	u	x	2%	1%	-0.7%	-2%
CCCNC(=O)c1ccccc1NC(=O)CN(c1ccccc1OCC)S(C)(=O)=O	-6%	-1%	0.0%	1.7%	i	0.8	14%	-10%	0.0%	-17%
CN(Cc1cccc(F)c1)CC(O)COCc1ccccc1Cl (centres undefined)	1%	2%	-0.3%	-5.5%	i	0.4	-14%	-8%	-0.1%	-35%

Single records (already shown). Order of values: GPR35 arrestin U2OS, GPR55 antagonists, GPR55 beta-arrestin, KOR beta-arrestin-1, Myeloid diff MLP, Myeloid diff MLP GFP+ MAC1+ %, KOR beta-arrestin-2, NOD2 inhibition, HIV peptide binding, NOD1 inhibition
Listed for COc1ccccc1CN(C)C(=O)c1ccccc1Sc1ccccc1C#N = 13%, -3%, 0.0%, 6.7%, u, x, 2%, 1%, -0.7%, -2%
Listed for CCCNC(=O)c1ccccc1NC(=O)CN(c1ccccc1OCC)S(C)(=O)=O = -6%, -1%, 0.0%, 1.7%, i, 0.8, 14%, -10%, 0.0%, -17%

Other entries follow:
SMILES	GPR35 arrestin U2OS	GPR55 antagonists	GPR55 beta-arrestin	KOR beta-arrestin-1	Myeloid diff MLP	Myeloid diff MLP GFP+ MAC1+ %	KOR beta-arrestin-2	NOD2 inhibition	HIV peptide binding	NOD1 inhibition
CC1S/C(=N/N=C/c2ccco2)N(Cc2ccc(F)cc2)C1=O (centres undefined)	-4%	0%	0.3%	-0.7%	i	0.2	14%	-11%	0.8%	-1%
O=C(c1cccnc1)N1CCN(c2c(Cl)cccc2[N+](=O)[O-])CC1	17%	22%	-0.1%	-1.1%	x	x	8%	4%	0.6%	-4%
COc1cc(/C=N/n2c(SC)nnc(C(C)(C)C)c2=O)ccc1O	-2%	9%	0.3%	2.5%	i	0.7	22%	-1%	-1.0%	3%
O=C(NCc1cccnc1)Nc1cccc(Cl)c1Cl	4%	3%	-0.1%	4.5%	i	8.3	-32%	-1%	1.5%	-19%
O=C(Cn1c(COc2ccccc2)nc2ccccc21)Nc1cccc(Cl)c1	22%	3%	-0.2%	x	i	0.5	x	-3%	2.7%	-8%
CC(C)Sc1nnc(NC(=O)c2ccco2)s1	-10%	3%	0.2%	-4.7%	i	0.3	3%	-31%	-1.0%	-16%
O=C(O)C1CC(=O)N(c2ccc3c(c2)OCCO3)C1 (centres undefined)	-4%	-1%	0.2%	1.4%	i	3.0	-14%	5%	-0.2%	-5%
COC(=O)C1CN(C(=O)C(C)Oc2ccc(C)c(C)c2)c2ccccc2O1 (centres undefined)	7%	-4%	0.0%	-0.8%	i	1.3	-2%	0%	-2.5%	3%
CC1CCN(C(=O)/C(=C\c2ccccc2F)NC(=O)c2ccccc2)CC1	5%	-8%	-0.2%	2.5%	i	0.7	10%	-4%	-0.5%	-18%
O=C(Cc1ccccc1)NN1C(=O)C2C3C=CC(C3)[C@@H]2C1=O (some centres undefined)	8%	0%	-0.3%	4.2%	i	0.2	8%	9%	-1.1%	-13%
O=C(CSc1cccc[n+]1[O-])N1CCCc2ccccc21	2%	-1%	-0.2%	-4.4%	i	0.2	22%	5%	-1.2%	-24%
CCOC(=O)C1=C(CS(=O)(=O)c2ccccc2)NC(=O)NC1c1ccc(OC)c(OC)c1 (centres undefined)	15%	11%	-0.2%	-1.3%	i	0.3	1%	13%	-0.7%	-11%
Clc1ccc(CN2CCCCCCC2)cc1Cl	2%	9%	-0.3%	-0.6%	i	0.7	-29%	6%	-0.1%	-9%
COC(=O)/C(C(C)=O)=C(\C=C\N(C)C)N(C)C	2%	1%	-0.1%	-1.8%	i	1.1	12%	0%	3.7%	6%
CC1CCCC(C)N1/N=C/c1ccccc1F (centres undefined)	15%	6%	0.4%	-4.0%	i	0.5	4%	15%	2.2%	1%
Cc1ccc(C2=NN(S(C)(=O)=O)C(c3ccc4nccnc4c3)C2)cc1 (centres undefined)	-11%	-3%	-0.2%	4.6%	i	0.1	17%	-47%	2.1%	-63%
COc1cc(OC)cc(C(=O)NC(=S)N2CCN(c3ccc(C(F)(F)F)cc3[N+](=O)[O-])CC2)c1	3%	2%	-0.1%	2.5%	i	0.7	-24%	-23%	2.2%	16%
Cn1nc(C(=O)Nc2ccc3c(c2)OCO3)c2ccccc2c1=O	4%	12%	-0.1%	3.7%	i	0.9	-25%	-28%	0.4%	-16%
Cn1cc(C(=O)c2cccc(Cl)c2)cc1C#N	0%	-23%	0.0%	-4.7%	i	0.2	9%	15%	-2.1%	-36%
O=C(c1ccc2c(c1)OCO2)N(c1ccccc1)C1C=CS(=O)(=O)C1 (centres undefined)	4%	13%	0.2%	-1.4%	i	0.4	43%	7%	-1.7%	-19%
Cc1cc(C)n(CCC(=O)N2CCN(S(=O)(=O)c3ccccc3)CC2)n1	-13%	4%	-0.2%	-2.3%	i	0.6	-11%	3%	0.8%	-24%
COc1ccccc1-n1c(=S)[nH]c2c(sc(=S)n2-c2ccccc2)c1=O	-15%	8%	0.8%	-0.9%	i	0.2	2%	15%	0.0%	-7%
COC(=O)c1ccc(NC(=O)CCS(=O)(=O)c2ccc(Br)s2)cc1	-1%	25%	0.4%	0.6%	i	0.8	-30%	11%	0.7%	-4%
O=C(NCc1cccnc1)C(=O)NCC1OCCN1S(=O)(=O)c1ccccc1 (centres undefined)	-8%	0%	-0.3%	0.0%	i	2.8	-17%	20%	-0.7%	-17%
COC(=O)c1ccc(Nc2ncnc3c2cnn3-c2cccc(C)c2)cc1	-2%	3%	-0.1%	1.0%	i	1.3	-28%[20 µM]	20%	1.5%	-61%
